Screening data: PubChem BioAssay, several laboratories
GPR55 antagonists – GPR55 antagonists blocking LPI-driven arrestin recruitment, primary screen, imaging, U2OS, beta-arrestin-GFP, LPI agonist (AID 2013). U2OS GPR55 beta-arrestin-GFP translocation imaging, LPI antagonism; higher % means a stronger effect. inhibition, % at 10 µM, or IC50 in µM where a hit was titrated. actives 0.13% (n = 290,000);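 active = spots per cell inhibited over 60%, with over 100 cells counted and total cytoplasm intensity under 500,000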;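 also: U2OS cells stably carrying GPR55 and arrestin-GFP stimulated by 5 µM LPI near EC80; imaged beta-arrestin-GFP aggregate spots per cell after agonist stimulation; plate controls were LPI-stimulated DMSO wells for no effect and DMSO wells without LPI for full effect; some results filed as inactive read as strong as hits; confirmed hits need IC50 under 10 µM and bright autofluorescent wells are also inconclusive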
GPR55 activation – GPR55 agonists via beta-arrestin recruitment, primary screen, imaging, U2OS cells, beta-arrestin-GFP redistribution (AID 1961); U2OS GPR55 beta-arrestin-GFP redistribution imaging; higher % means a stronger effect; actives 0.048% (n = 290,000); activation, % at 10 µM, or EC50 in µM where a hit was titrated;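 active = activation above 40% with more than 50 cells counted in the well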;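 also: U2OS osteosarcoma cells stably expressing GPR55 and beta-arrestin-GFP; plate controls were DMSO negative control for no effect and LPI positive control for full effect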
Large T inhibition – TAg ATPase/helicase activity blockers – biochemical (AID 1903); SV40 large T antigen ATPase/helicase inhibition assay; higher % means a stronger effect; actives 0.39% (n = 310,000); inhibition, % at 20 µM, or IC50 in µM where a hit was titrated; in the data active = a potency from the dose series; also: strong numbers were not always called active
T cell modulator – T cell immune modulation candidate; 2C CD8+ T cell-vesicle binding, flow cytometry; stronger effect = lower value; calls only at 7 µM; actives 0.068% (n = 330,000);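 active = response, share of CD8 T cells binding vesicles, and their 90th percentile fluorescence all below set limits, cut at about 80% in these data, passing the limit was not always enough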
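Test system: purified 2C TCR transgenic mouse naive CD8+ T cells. Probe or stimulus: QL9-peptide-loaded Drosophila micro-vesicles bearing Ld, ICAM-1 and B7-1. Incubation: binding step 1.5 h, 37 °C, antibody labelling 20 min, ice. Measured by: flow cytometry of vesicle-bound cells.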
NTR1 ag – agonists of NTR1, primary screen, imaging, U2OS cells, beta-arrestin-GFP, high content (AID 493036). P30989. NTR1-U2OS beta-arrestin-GFP spot imaging, agonist mode. actives 0.17% (n = 330,000). activation, % at 20 µM;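 active = activation at or above 40% of the spot to cytoplasm intensity ratio, with at least 20 cells analyzed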;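 also: 0% = DMSO without peptide and 100% = 100 nM NTR1 peptide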
Target sequence (P30989 whole entry, looked up): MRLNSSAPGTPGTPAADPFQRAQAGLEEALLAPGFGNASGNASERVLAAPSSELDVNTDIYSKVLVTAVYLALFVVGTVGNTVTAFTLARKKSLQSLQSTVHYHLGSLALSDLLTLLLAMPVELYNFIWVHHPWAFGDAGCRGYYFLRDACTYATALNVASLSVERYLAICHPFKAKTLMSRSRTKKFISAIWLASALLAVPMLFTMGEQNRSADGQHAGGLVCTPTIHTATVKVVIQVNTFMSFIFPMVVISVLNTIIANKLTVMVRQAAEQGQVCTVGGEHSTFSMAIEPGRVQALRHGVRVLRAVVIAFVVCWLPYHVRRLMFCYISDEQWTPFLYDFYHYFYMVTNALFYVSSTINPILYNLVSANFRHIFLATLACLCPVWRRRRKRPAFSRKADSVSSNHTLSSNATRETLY
MgcRacGAP inhibition – MgcRacGAP GTPase-activating activity inhibitors, confirmation, biochemical, ADP Hunter fluorescence | MgcRacGAP-stimulated Rac1 GTP hydrolysis, ADP Hunter fluorescence; higher % means a stronger effect; GST-tagged Rac1 F28L mutant substrate | inhibition, % at 30 µM; hits with a dose series show IC50 in µM | actives 0.6% (n = 340,000) | AID 624330;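 active = first-screen hits whose inhibition reached a set limit at any dose in the follow-up dose series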;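 also: fluorescence reports GDP produced by GAP-driven GTP hydrolysis; strong numbers were not always called active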
Hep lipid drop – hepatic lipid droplet formation modulation | inhibition, % at 6.5 µM | actives 0.4% (n = 240,000) | AML12 mouse hepatocytes, oleate lipid droplets, BODIPY imaging;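 active = lipid droplet intensity inhibited by at least 50%, with more than 500 cells counted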
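Material – mouse AML12 hepatocyte cell line, fixed after treatment · Compound dosing – one dose, 6.5 µM compound · Times – compound with oleate, overnight · Measured by – Image-based BODIPY and DAPI two-channel analysis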
LYP phosphatase – inhibitors of LYP phosphatase, biochemical, fluorescence intensity, uHTS (AID 1779); recombinant LYP phosphatase, fluorescence intensity; higher % means a stronger effect; inhibition, % at 11.5 µM; hits with a dose series show IC50 in µM; actives 0.054% (n = 290,000); in the data active = inhibition above about 50%;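 also: plate controls were vehicle with enzyme for no effect and no enzyme for full effect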
GPR35 arrestin U2OS – GPR35 antagonists blocking zaprinast-driven arrestin recruitment, primary screen, imaging, U2OS, beta-arrestin-GFP, zaprinast agonist (AID 2058); U2OS GPR35 beta-arrestin-GFP translocation imaging, zaprinast antagonism; higher % means a stronger effect; one-dose inhibition, % at 10 µM; IC50 in µM for titrated hits; actives 0.052% (n = 290,000);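 active = inhibition of at least 50% with at least 30 cells and total cytoplasm GFP at most 10,000,000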
Hep lipid drop cells 6.5 µM – second read-out of Hep lipid drop, no call of its own (marks repeat the call); cell count; measured here: cell count, cytotoxicity flag;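 cells counted across two imaged fields per well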
T cell modulator vesicle-bound % – further read-out of T cell modulator, marked with its call; double positive events, %; measured here: CD8+ vesicle-bound cell fraction;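 binding gate set so that unloaded-vesicle control wells show 10% double positive cells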
NTR1 ag cell count 20 µM – further read-out of NTR1 ag, marked with its call; cell count; measured here: cell count, cytotoxicity flag
An asterisk follows results filed as active; i = inactive; nt = no result given.

Values run as follows: GPR55 antagonists | GPR55 activation | Large T inhibition | T cell modulator | T cell modulator vesicle-bound % | NTR1 ag | NTR1 ag cell count 20 µM | MgcRacGAP inhibition | Hep lipid drop | Hep lipid drop cells 6.5 µM | LYP phosphatase | GPR35 arrestin U2OS
1. CCn1c2ccccc2c2cc(NC(=O)CSc3nnc(-c4ccccc4OC)n3N)ccc21
    3% | 0.3% | 12% | i | 34 | 2.8 | 76 | 9% | nt | nt | 8% | 9%
2. COc1ccc(CN2CCC(C(=O)Nc3ccc(Oc4ccccc4)nc3)CC2)cc1F
    2% | -0.1% | 14% | i | 15 | 0.3 | 66 | 9% | -8 | 847 | -1% | -8%
3. Cc1cccc(/C=C/c2onc(C)c2S(=O)(=O)N2CCC(C(=O)N3CCC(C)CC3)CC2)c1
    4% | 0.3% | 9% | i | 22 | 4.4 | 69 | 10% | -36 | 742 | 3% | 3%
4. CCc1ccc(-c2nc(CN3CCC(C(=O)NCc4ccco4)CC3)c(C)o2)cc1
    4% | -0.1% | 2% | i | 20 | -0.1 | 74 | nt | nt | nt | -4% | -4%
5. COc1ccc(Cc2c(Cl)ncnc2Cl)cc1
    -3% | -0.2% | 29% | i | 55 | 1.3 | 58 | 6% | -22 | 711 | -3% | 8%
6. O=C(Nc1cccc(S(=O)(=O)C(F)F)c1)c1ccc(Cl)c(S(=O)(=O)N2CCOCC2)c1
    9% | 0.1% | 5% | i | 3 | 8.9 | 60 | 0% | 4 | 683 | -1% | 2%
7. CC(=O)c1ccc(NC(=O)CSc2nnc(NC(=O)c3ccco3)s2)cc1
    4% | -0.1% | 32% | i | 19 | -0.4 | 49 | 7% | 5 | 805 | -6% | -1%
8. CCOC(=O)c1nnc(-c2ccccc2)nc1NCc1ccccc1
    3% | 0.9% | 23% | i | 27 | 4.8 | 87 | 5% | nt | nt | -1% | -7%
9. Cc1nn(C)c(C)c1S(=O)(=O)N(CC(=O)NC1CCCCCC1)c1ccc(C(C)C)cc1
    5% | -0.1% | 4% | i | 24 | -3.0 | 51 | 15% | nt | nt | -3% | 8%
10. O=C(C1=C(O)C(=O)N(c2nccs2)C1c1ccccc1)c1cc2ccccc2o1 (centres undefined)
    1% | -0.1% | 31% | i | 25 | 1.4 | 41 | 9% | -7 | 766 | -7% | 6%
11. CCn1ncc(S(=O)(=O)Nc2cc(Cl)ccc2C)c1C
    15% | -0.1% | 25% | i | 16 | 0.0 | 42 | 7% | nt | nt | -4% | -4%
12. COc1cccc(Cn2cccc(NC(=O)NCc3ccccc3)c2=O)c1
    3% | 0.2% | 13% | i | 14 | -1.3 | 55 | 4% | 1 | 813 | -8% | -1%
13. CCc1cccc(NC(=O)C2CCCN(S(=O)(=O)c3cccs3)C2)c1 (centres undefined)
    3% | -0.1% | 1% | i | 13 | 3.0 | 49 | 4% | 0 | 852 | -3% | 2%
14. c1ccc(Cc2nn3c(Cn4nnc5ccccc54)nnc3s2)cc1
    24% | 0.0% | 9% | i | 50 | 1.5 | 74 | -6% | nt | nt | 4% | 5%
15. COc1cc(CN2CCN(CCCc3ccccc3)C(CCO)C2)cc(OC)c1O (centres undefined)
    13% | -0.4% | 22% | i | 43 | 0.5 | 79 | -1% | -1 | 807 | -12% | -17%
16. Cc1ccnc(N2CCC(C(=O)Nc3cccc(C(F)(F)F)c3)CC2)n1
    -20% | -0.1% | -1% | i | 44 | 3.5 | 64 | 1% | -9 | 745 | 2% | 0%
17. COc1cccc(/C=N/NC(=O)CCc2c(C)n[nH]c2C)c1
    -12% | 0.0% | 7% | i | 63 | 1.4 | 37 | 8% | -1 | 694 | -7% | -1%
18. COCCN(C(=O)c1csnn1)C(C(=O)NC1CCCCC1)c1ccccc1 (centres undefined)
    0% | 0.0% | 5% | i | 17 | -0.3 | 49 | 6% | 4 | 814 | -8% | 10%
19. Cc1ccc(NC(=O)c2ccc([N+](=O)[O-])cc2)cc1S(=O)(=O)N(C)C
    -4% | -0.2% | 15% | i | 66 | -0.1 | 32 | 4% | 12 | 690 | -5% | -20%
20. Cc1nc(NS(=O)(=O)c2ccccc2)sc1NC(=O)OC(C)C
    1% | 0.0% | 37% | nt | nt | 0.0 | 55 | 13% | nt | nt | 3% | 12%
21. O=C(N/N=C/c1ccccn1)c1ccc(NC(=O)c2cccc([N+](=O)[O-])c2)cc1
    6% | -0.5% | 22% | i | 34 | 0.8 | 50 | nt | -21 | 695 | -2% | -4%
22. CC1CCN(CCCNC(=O)C2CCC(=O)N2C2CCCC2)CC1 (centres undefined)
    -9% | -0.1% | 7% | i | 53 | -1.2 | 51 | 2% | nt | nt | -7% | 14%
23. Cc1c(NC(=O)CSc2nnc3c4ccccc4n(CCc4ccccc4)c3n2)c(=O)n(-c2ccccc2)n1C
    14% | -2.3% | 0% | i | 23 | 0.8 | 37 | 14% | nt | nt | -4% | -9%
24. C=CCOc1ccc(Cl)cc1CNC1CCCC1
    20% | -0.1% | 4% | i | 55 | -1.0 | 58 | 6% | -6 | 619 | -3% | -1%
25. O=C(O)c1[nH]c2ccc(Cl)cc2c1CC(=O)N1CCN(C(=O)c2ccco2)CC1
    14% | -0.1% | 5% | i | 54 | -0.7 | 75 | 10% | 34 | 727 | 2% | -2%
26. CC(C)CC(=O)Nc1nc2c(c(=O)[nH]1)CCCC2
    6% | 0.2% | 1% | i | 56 | -0.1 | 65 | 8% | 14 | 760 | -1% | 1%
27. CNC(=O)c1cc(C(=O)c2ccccc2Br)c[nH]1
    4% | -0.1% | -3% | i | 24 | 0.1 | 90 | 8% | -5 | 850 | -1% | -12%
28. O=C(CSc1nnc(-c2ccc(O)cc2)o1)N1CCOCC1
    8% | 0.9% | 3% | i | 62 | -0.3 | 41 | 10% | nt | nt | -6% | 4%
29. COC(=O)c1nnn(CC(=O)Nc2cccc(OC)c2)c1C(=O)OC
    17% | 0.2% | 17% | i | 41 | 0.2 | 57 | 4% | -8 | 782 | -1% | -3%
30. CC(=O)N1CCN(C(=O)C2(NC(=O)Nc3ccc(C)cc3)CCCCC2)CC1
    4% | -0.2% | 4% | i | 15 | -1.5 | 51 | 6% | 10 | 787 | -15% | 4%
31. Cc1cc(C(F)(F)F)n2ncc(-c3ccc(F)cc3)c2n1
    -11% | 0.2% | 7% | i | 51 | 0.2 | 50 | 7% | -9 | 779 | -6% | -10%
32. CCOC(=O)N1CCN(C(=O)C2CCN(S(=O)(=O)N(CC)CC)CC2)CC1
    15% | -0.2% | 14% | i | 4 | 3.6 | 79 | -4% | nt | nt | -4% | -13%
33. CC[n+]1c(/C=C2/C=C(C)CC(C)(C)C2)sc2ccc(OC)cc21
    1% | 21% | 13% | i | 41 | 7.5 | 34 | 21% | nt | nt | 4% | -1%
34. Cc1ccc2oc(-c3cccc(N)c3)nc2c1
    4% | -1.2% | 12% | i | 56 | -0.7 | 39 | 11% | 7 | 705 | -13% | -12%
35. CCOC(=O)c1nnn(-c2nonc2N)c1-c1ccc(F)cc1
    3% | -0.4% | 0% | i | 44 | 0.0 | 35 | -7% | -4 | 723 | -6% | 12%
36. CCCSc1nsc(NC(=O)C(c2ccccc2)c2ccccc2)n1
    7% | -0.1% | -1% | i | 11 | 20 | 41 | -3% | 14 | 774 | -1% | 15%
37. COc1ccccc1OCc1nnc(SCC(=O)Nc2ccc(C)cc2)n1C
    -1% | -0.3% | 1% | i | 21 | -2.0 | 49 | 5% | nt | nt | -6% | 1%
38. CC(C)C(=O)Nc1ccc2c3c(cccc13)CC2
    7% | -0.1% | 0% | i | 45 | 0.6 | 56 | -5% | -12 | 614 | -8% | 3%
39. CCOC(=O)CSC1=NC(=O)/C(=C/c2ccc(OC)cc2)S1
    6% | 1.7% | 2% | i | 8 | 7.9 | 57 | 16% | -24 | 383 | -3% | -4%
40. Cc1cc(NS(=O)(=O)c2ccc(NC(=S)NC(=O)c3ccccc3)cc2)no1
    7% | -0.2% | 8% | i | 22 | 1.6 | 63 | 8% | 0 | 636 | -2% | 0%
41. Cc1cc2oc(=O)cc(CN3CCCCC3C)c2c(C)c1Cl (centres undefined)
    9% | 0.7% | 7% | i | 56 | 8.0 | 80 | 2% | nt | nt | 0% | -1%
42. CC(C)c1ccc(C2CC(=O)N3CN(C)CSC3=C2C#N)cc1 (centres undefined)
    -7% | -0.2% | 55µM* | i | 40 | 3.7 | 112 | 13% | nt | nt | -5% | 2%
43. CCOc1ccccc1NC(=O)c1ccc2c(c1)C(=O)N(CC)C2=O
    2% | 0.2% | -6% | i | 43 | -1.0 | 64 | 9% | -1 | 833 | -10% | 5%
44. CC(=O)c1sc(NC(=O)c2ccccc2F)nc1-c1ccccc1
    3% | -0.8% | 17% | i | 24 | 1.0 | 57 | 8% | -10 | 699 | -2% | 8%
45. Cc1cc2c(nn1)CCc1c-2no[n+]1[O-]
    15% | 0.3% | 6% | i | 36 | 1.3 | 64 | 14% | -9 | 739 | -7% | -3%
46. OC1(CC#CCN2CCCCC2)c2ccccc2-c2ccccc21
    4% | 0.2% | 5% | i | 1 | 0.5 | 54 | 11% | -12 | 704 | -12% | -10%
47. CC(=O)/C(=C(/O)c1ccccc1)c1nc2ccccc2[nH]1
    10% | -0.2% | 24% | i | 41 | -0.1 | 50 | 6% | 15 | 669 | 4% | 0%
48. CCOC(=O)c1c(N)c(C#N)c2n1CCCCC2
    5% | 1.0% | 4% | i | 39 | -3.0 | 69 | 6% | 6 | 761 | -9% | -7%
49. O=C(Nc1ccccc1N1CCCC1)c1ccccc1F
    9% | 0.5% | 3% | i | 63 | 0.2 | 61 | 10% | 2 | 829 | -5% | 6%

Part of the list above, screen by screen.
[36] CCCSc1nsc(NC(=O)C(c2ccccc2)c2ccccc2)n1
[43] CCOc1ccccc1NC(=O)c1ccc2c(c1)C(=O)N(CC)C2=O

Compound,36,43
GPR55 antagonists,7%,2%
GPR55 activation,-0.1%,0.2%
Large T inhibition,-1%,-6%
T cell modulator,i,i
T cell modulator vesicle-bound %,11,43
NTR1 ag,20,-1.0
NTR1 ag cell count 20 µM,41,64
MgcRacGAP inhibition,-3%,9%
Hep lipid drop,14,-1
Hep lipid drop cells 6.5 µM,774,833
LYP phosphatase,-1%,-10%
GPR35 arrestin U2OS,15%,5%

An unsorted share of the library; overall some 1.8% were active at least once.
